Arrestin-AP2 inh: human beta-arrestin and AP2 interaction inhibition; actives 0.31% (n = 340,000); FITC-arrestin peptide / GST-AP2 beads, flow cytometry; AP2 beta2 appendage carries R879A mutation; AID 504490; inhibition, % at 10 µM;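 active = inhibition above a set limit, near 3 SD of compounds lacking own fluorescence, cut at about 54% in these data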;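 also: plate controls were DMSO wells for no effect and 5 µM unlabelled arrestin peptide for full effect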
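Material – AP2 appendage R879A on GSH beads · Buffer or medium – PBS with 0.05% Tween 20 and 0.1% BSA · Probe or stimulus – fluorescein-tagged arrestin peptide at 50 nM final · Incubation – compound with beads 12 min RT, then probe 1 h RT · Detection – high-throughput flow cytometry of beads, ex 488, em 535 nm · Evaluation – percent response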
dFosB activator: mouse delta FosB homodimer activation. P13346. purified delta FosB, TAMRA-CDK5 oligo fluorescence polarization; percent of positive-control signal above neutral wells. activation, % at 25 µM. actives 0.99% (n = 340,000). AID 493131;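 active = mean activation above about 17%, with every replicate also reaching it, limit read from the data, passing the limit was not always enough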;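 also: fluorescence polarization rise as delta FosB binds a TAMRA Cdk5 AP-1 oligo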
SR-BI DiI-HDL act: enhances SR-BI lipid uptake from DiI-HDL; activation, % at 12.5 µM; CHO ldlA[mSR-BI] cells, DiI-HDL uptake fluorescence, 3 h; 100 = double the neutral-control signal; actives 0.096% (n = 320,000); AID 504775;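 active = mean replicate activation of at least 60% and every replicate at or above 60%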;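 also: 0% = median plate neutral-control signal and 100% = twice that signal; values of inactives mirror those of a sister screen read the other way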
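System: LDL receptor-deficient CHO ldlA cells overexpressing murine SR-BI | Timing: 3 h uptake period with compound, 37 °C | Medium: HEPES-buffered (25 mM, pH 7.4) F12 plus 0.5% BSA | Dosing: Single-point compound dose | Signal: Bottom-read fluorescence, 550/595 nm | Read-out: Retained DiI signal reflecting DiI-HDL uptake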
SR-BI DiI inh: inhibitors of mouse SR-BI mediated HDL lipid uptake; ldlA[mSR-BI] CHO cells, DiI-HDL uptake fluorescence, 3 h; Q61009; actives 0.96% (n = 320,000); inhibition, % at 12.5 µM;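 active = mean replicate inhibition of at least 70% and a set share of replicates each scoring 70 or more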;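 also: 0% = median of neutral control wells and 100% = median of positive control wells; values of inactives mirror those of a sister screen read the other way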
SUMO Mot1 rescue: blocks SUMOylation pathway, rescuing yeast Mot1-301 growth. AID 2716. growth rescue, % at 18.8 µM. actives 1% (n = 320,000). S. cerevisiae Mot1-301 growth rescue, ATP luminescence, 38.5C; percent above DMSO median, 100 means doubled;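 active = every valid replicate shows activation above 250% relative to neutral control wells; inactive = the rest, any valid replicate at or below 250%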;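 also: OY570 slx delta 5 strain wells were the positive control but not used for scaling; some compounds called inactive have numbers as strong as hits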
NSD2 HMT inh: NSD2 (human) methyltransferase inhibition | NSD2 peptide methylation, AlphaScreen, 120 min | inhibition, % at 12.5 µM | actives 0.54% (n = 310,000); in the data active = inhibition above about 50%
DSG3 Ab inh: blocks pemphigus antibody binding to human desmoglein-3; actives 0.48% (n = 310,000); binding (percent of control), % at 10 µM; AID 588358; DSG3-coupled beads, scFv-anti-DSG3-GFP binding, flow cytometry; hits give low values; P32926;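 active = binding more than 3 SD below its plate's average and above zero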;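 also: hits lower antibody fragment binding to DSG3; some compounds called inactive have numbers as strong as hits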
Target sequence (P32926 whole entry, looked up, the tested form may be a part): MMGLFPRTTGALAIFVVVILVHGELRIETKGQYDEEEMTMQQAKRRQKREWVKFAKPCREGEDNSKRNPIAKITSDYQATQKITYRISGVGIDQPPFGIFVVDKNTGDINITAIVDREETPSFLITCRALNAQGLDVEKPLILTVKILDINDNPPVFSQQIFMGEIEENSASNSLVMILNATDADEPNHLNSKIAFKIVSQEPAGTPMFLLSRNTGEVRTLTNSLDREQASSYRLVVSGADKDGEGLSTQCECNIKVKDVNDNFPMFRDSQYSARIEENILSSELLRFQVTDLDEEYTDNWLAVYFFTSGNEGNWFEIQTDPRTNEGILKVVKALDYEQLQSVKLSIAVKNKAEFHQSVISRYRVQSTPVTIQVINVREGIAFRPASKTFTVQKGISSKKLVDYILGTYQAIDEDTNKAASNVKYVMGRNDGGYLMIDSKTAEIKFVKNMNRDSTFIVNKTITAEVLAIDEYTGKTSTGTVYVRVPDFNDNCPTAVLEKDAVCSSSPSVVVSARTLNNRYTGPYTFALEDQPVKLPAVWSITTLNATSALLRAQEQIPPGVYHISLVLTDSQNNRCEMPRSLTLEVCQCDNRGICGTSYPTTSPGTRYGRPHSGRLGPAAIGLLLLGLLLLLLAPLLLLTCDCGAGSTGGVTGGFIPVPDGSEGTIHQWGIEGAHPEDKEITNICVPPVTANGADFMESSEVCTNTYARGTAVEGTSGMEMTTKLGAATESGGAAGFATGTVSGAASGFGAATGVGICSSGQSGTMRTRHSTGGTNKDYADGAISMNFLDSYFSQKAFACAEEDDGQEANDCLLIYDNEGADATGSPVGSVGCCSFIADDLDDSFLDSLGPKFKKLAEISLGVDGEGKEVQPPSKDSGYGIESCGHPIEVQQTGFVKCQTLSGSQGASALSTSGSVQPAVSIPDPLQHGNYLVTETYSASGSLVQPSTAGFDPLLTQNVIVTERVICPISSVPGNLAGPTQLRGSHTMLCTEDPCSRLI
MITF TRPM1 HTS: MITF TRPM1 promoter activation in melanoma cells; SK-MEL-5 TRPM1-promoter luciferase, 24 h; % of positive control, neutral wells = 0; activation, % at 12.5 µM; actives 0.75% (n = 300,000); AID 588334;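 active = mean activation of at least 80% with every replicate also reaching 80%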;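 also: 0% = neutral control wells and 100% = parthenolide positive control wells; values of inactives mirror those of a sister screen read the other way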
PKA-R1A activ: activators of PKA-R1A complex; PKA-R1A dissociation, Cy5-IP20 fluorescence polarization; scaled: DMSO 0%, 113 µM cGMP 100%; activation, % at 11.4 µM; actives 0.083% (n = 340,000);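 active = percent activation above the mean of all tested compounds plus 3 SD, cut at about 19% in these data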;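 also: higher means more PKAc released from R1A so a rise in polarization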
PKA-R2B activ: activators of human PKA-R2B complex | P22694+P31323 | PKA-R2B holoenzyme dissociation, Cy5-IP20 fluorescence polarization; R2B truncated from residue 108, S112A mutant; 0% DMSO only, 100% 113 µM cGMP | activation, % at 11.4 µM | actives 0.079% (n = 340,000) | AID 504700;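 active = activation above a cutoff set at the mean over all compounds plus 3 SD, cut at about 18% in these data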;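 also: higher means more holoenzyme dissociation and a rise in polarization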
CDK5 p35 inh: blocks human CDK5/p35 kinase activity; Q00535+Q15078; Recombinant CDK5/p35, ADP-Glo luminescence, 60 min; inhibition, % at 10 µM; actives 0.01% (n = 330,000); AID 488839;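 active = highest replicate inhibition of at least 50% and at least 75% of replicates reaching 50%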;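 also: plate controls were DMSO neutral control for no effect and GW8510 at 10 µM for full effect; many of its hits are not listed in these tables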
The depositor's hits bear a star; . = not tested or not shown.

1	O=[N+]([O-])c1ccccc1N/N=C/c1c[nH]c2ccccc12
2	NCCNC(=O)c1c(NC(=O)c2ccccc2)sc2c1CCCC2
3	COCCNC(=O)Cn1cnc2sc(C)c(S(=O)(=O)N3CCC(C)CC3)c2c1=O
4	O=C(CCC1CCCC1)NNC(=O)COc1ccc(Br)cc1
5	Cc1ccc(-n2c(SCC(N)=O)nc3c([nH]c4ccccc43)c2=O)cc1
6	CC(C)C(=O)Nc1nnc(S(=O)(=O)N2c3ccccc3CC2C)s1 (stereo not drawn)

assay / compound,1,2,3,4,5,6
Arrestin-AP2 inh,1,-19,-5,35,32,1
dFosB activator,0,16,-4,-3,-6,1
SR-BI DiI-HDL act,-110,-13,-18,16,0,15
SR-BI DiI inh,110*,13,18,-16,0,-15
SUMO Mot1 rescue,9,5,53,-4,-10,2
NSD2 HMT inh,-1,-3,6,-2,.,.
DSG3 Ab inh,103,109,101,98,99,91
MITF TRPM1 HTS,15,32,4,13,7,4
PKA-R1A activ,3,-7,5,2,-12,5
PKA-R2B activ,2,4,5,-5,0,-3
CDK5 p35 inh,2.1,-0.1,0.2,-0.3,0.7,-0.1

7	Cc1nc(C(C)NC(=O)CCc2nnc(Cc3c[nH]c4ccccc34)o2)cs1 (stereo not drawn)
8	CC(C)(C)NC(=O)c1cccc2c1OC(C)(C)C2
9	O=C(Cc1n[nH]c(=O)c2ccccc12)OCC(=O)c1ccccc1
10	C=CCNC(=O)c1ccc(C(=O)c2ccccc2)cc1
11	CC(NC(=O)c1ccccc1F)c1ccccc1 (stereo not drawn)
12	CCCc1cc(N2CCOCC2)n2nc(C)c(-c3ccccc3)c2n1

assay / compound,7,8,9,10,11,12
Arrestin-AP2 inh,-10,8,12,0,35,7
dFosB activator,-3,0,-1,-9,4,0
SR-BI DiI-HDL act,18,15,2,-8,24,-31
SR-BI DiI inh,-18,-15,-2,8,-24,31
SUMO Mot1 rescue,-26,-13,-9,1,-11,-13
NSD2 HMT inh,-5,14,-5,6,-1,-1
DSG3 Ab inh,97,107,96,101,98,93
MITF TRPM1 HTS,-5,-5,-21,37,5,-15
PKA-R1A activ,5,-12,-3,-2,0,0
PKA-R2B activ,6,-1,-16,-2,9,-12
CDK5 p35 inh,-2.4,-1.2,-0.4,0.0,-0.3,-0.9

13	CC1=NOC(=O)/C1=C\c1ccccc1
14	CCCOc1cc(C)c(S(=O)(=O)n2ccc(C)n2)cc1C
15	CCC(C(=O)NC1CCCCC1)n1c(SCc2ccc(F)cc2)nc2ccncc21 (stereo not drawn)
16	CCOC(=O)C1C(c2ccc(C)o2)NC(=O)NC1(O)C(F)(F)F (stereo not drawn)
17	C=CCN1C(=O)C(C)S/C1=N\S(=O)(=O)c1ccc(Cl)cc1 (stereo not drawn)
18	CC(C)N1CCN(c2ccc(OCC3COC(Cn4cncn4)(c4ccc(Cl)cc4Cl)O3)cc2)CC1 (stereo not drawn)

assay / compound,13,14,15,16,17,18
Arrestin-AP2 inh,-2,-1,4,9,-4,8
dFosB activator,2,-1,-2,-14,-9,-1
SR-BI DiI-HDL act,-5,-8,14,0,28,5
SR-BI DiI inh,5,8,-14,0,-28,-5
SUMO Mot1 rescue,8,12,11,459*,-19,.
NSD2 HMT inh,-1,-1,.,-3,-3,14
DSG3 Ab inh,114,.,102,99,101,93
MITF TRPM1 HTS,-2,-5,.,6,6,1
PKA-R1A activ,-1,6,-5,-7,-6,-14
PKA-R2B activ,-8,3,7,6,0,-20
CDK5 p35 inh,-1.4,0.3,-0.4,1.3,1.0,1.9

19	CCOc1ccccc1NC(=O)Cn1nnc(C(=O)NCCc2ccc(OCC)c(OCC)c2)c1N
20	CS(=O)(=O)N1CCC(C(=O)Nc2ccc(Br)cc2F)CC1
21	COc1cc(C(=O)N/N=C/c2cccc(Oc3ccccc3)c2)ccc1O
22	COc1ccc(C(=O)N/N=C(\C)CC(=O)NC2CCCCC2)c(OC)c1
23	CCOC(=O)C1CCN(C(=O)COc2cccc(C)c2)CC1
24	CN(CCCNC(=O)c1ccc(N2CCCC2=O)cc1)c1ccccc1

assay / compound,19,20,21,22,23,24
Arrestin-AP2 inh,10,6,44,7,-3,8
dFosB activator,8,-7,2,-5,-10,0
SR-BI DiI-HDL act,-85,3,-28,3,6,-31
SR-BI DiI inh,85*,-3,28,-3,-6,31
SUMO Mot1 rescue,-1,-15,-1,19,0,.
NSD2 HMT inh,.,-2,0,0,0,7
DSG3 Ab inh,108,98,118,123,126,95
MITF TRPM1 HTS,1,2,3,8,9,9
PKA-R1A activ,0,2,-4,-11,3,-11
PKA-R2B activ,-1,-5,4,1,-15,2
CDK5 p35 inh,.,0.6,0.5,0.0,-2.7,0.6

25	Nc1cc(N)nc(SCC(=O)c2ccc3c(c2)NC(=O)CO3)n1
26	COCCNC(=O)c1cc2c(=O)n3cccc(C)c3nc2n(Cc2ccncc2)c1=N
27	O=C(Nc1cccc(C(=O)O)c1)Nc1cccc2ccccc12
28	O=c1c2ccccc2ncn1Cc1cccc2ccccc12
29	CC(=O)c1cccc(CN2CCN(C3CCCCC3)C(CCO)C2)c1 (stereo not drawn)
30	CC(=O)c1cc(C#N)c(Oc2cc(C)cc(C)c2)nc1C

assay / compound,25,26,27,28,29,30
Arrestin-AP2 inh,7,1,-2,42,33,-5
dFosB activator,4,-4,7,-1,-2,-7
SR-BI DiI-HDL act,8,16,30,0,.,-47
SR-BI DiI inh,-8,-16,-30,0,.,47
SUMO Mot1 rescue,-4,-13,-20,-20,-14,-14
NSD2 HMT inh,-4,2,-3,-1,-1,-1
DSG3 Ab inh,94,103,92,84,100,111
MITF TRPM1 HTS,-4,4,-7,5,7,-7
PKA-R1A activ,6,8,0,-2,-11,7
PKA-R2B activ,8,0,-9,-3,-5,-4
CDK5 p35 inh,-0.3,-1.2,-0.8,0.5,0.7,-0.2

31	CCOC(=O)N1CCC(NC(=O)c2cc(C(=O)Nc3ccc(F)cc3F)ccc2CO)CC1
32	Cc1ccc(S(=O)(=O)N2CCCCC2C(=O)N2CCN(c3ccccc3F)CC2)cc1 (stereo not drawn)
33	CCN1C(=O)c2ccc(-c3nc4ccccc4c(=O)o3)cc2C1=O
34	CSc1sc(C(=O)N(C)C)c2c1S(=O)(=O)N(C)c1ccccc1-2
35	O=C(Nc1ccc(S(=O)(=O)O)cc1)c1ccc2c(c1)S(=O)(=O)c1ccccc1C2=O
36	O=C(Cc1ccc(Cl)cc1)Nc1ccccc1C(=O)Nc1ccc(C(=O)O)cc1

assay / compound,31,32,33,34,35,36
Arrestin-AP2 inh,-1,7,-3,-8,2,16
dFosB activator,8,-13,-6,-4,-1,-2
SR-BI DiI-HDL act,-24,-9,5,18,13,-3
SR-BI DiI inh,24,9,-5,-18,-13,3
SUMO Mot1 rescue,-8,1,-2,-3,-11,-10
NSD2 HMT inh,.,.,.,1,.,-2
DSG3 Ab inh,108,106,78,115,103,94
MITF TRPM1 HTS,.,1,3,-6,-9,-5
PKA-R1A activ,-5,3,5,-5,4,-9
PKA-R2B activ,-2,7,4,7,-12,-7
CDK5 p35 inh,-5.5,1.2,-1.3,-0.1,1.1,-0.7

5 compounds from above, sorted by the number in Arrestin-AP2 inh, descending:
36	O=C(Cc1ccc(Cl)cc1)Nc1ccccc1C(=O)Nc1ccc(C(=O)O)cc1
35	O=C(Nc1ccc(S(=O)(=O)O)cc1)c1ccc2c(c1)S(=O)(=O)c1ccccc1C2=O
31	CCOC(=O)N1CCC(NC(=O)c2cc(C(=O)Nc3ccc(F)cc3F)ccc2CO)CC1
33	CCN1C(=O)c2ccc(-c3nc4ccccc4c(=O)o3)cc2C1=O
34	CSc1sc(C(=O)N(C)C)c2c1S(=O)(=O)N(C)c1ccccc1-2

assay / compound,36,35,31,33,34
Arrestin-AP2 inh,16,2,-1,-3,-8
dFosB activator,-2,-1,8,-6,-4
SR-BI DiI-HDL act,-3,13,-24,5,18
SR-BI DiI inh,3,-13,24,-5,-18
SUMO Mot1 rescue,-10,-11,-8,-2,-3
NSD2 HMT inh,-2,.,.,.,1
DSG3 Ab inh,94,103,108,78,115
MITF TRPM1 HTS,-5,-9,.,3,-6
PKA-R1A activ,-9,4,-5,5,-5
PKA-R2B activ,-7,-12,-2,4,7
CDK5 p35 inh,-0.7,1.1,-5.5,-1.3,-0.1

(list continues)
37	O=C(CC1C(=O)NCCN1Cc1ccccc1)NCCN1CCCCC1=O (stereo not drawn)
38	O=C(N/N=C/c1ccc(-n2ccnc2)cc1)c1cccs1
39	COc1ccc(S(=O)(=O)NCC2CCCN(Cc3ccccc3Cl)C2)cc1 (stereo not drawn)
40	Cc1cc(=O)n2nc(N3CCCC3C(=O)Nc3ccccc3C)sc2n1 (stereo not drawn)
41	COc1ccc(/C=C/C(=O)c2ccccc2)c(OC)c1
42	O=C(NCCN1CCc2ccccc2C1)C1CC(=O)N(C2CCCC2)C1 (stereo not drawn)

assay / compound,37,38,39,40,41,42
Arrestin-AP2 inh,-16,-11,13,-2,10,3
dFosB activator,-12,-27,-8,-2,-10,-7
SR-BI DiI-HDL act,12,-10,3,39,-7,-7
SR-BI DiI inh,-12,10,-3,-39,7,7
SUMO Mot1 rescue,.,-9,88,-13,449,13
NSD2 HMT inh,-2,1,0,.,1,11
DSG3 Ab inh,101,103,114,103,113,101
MITF TRPM1 HTS,10,62,14,-1,54,-4
PKA-R1A activ,2,4,-7,-18,1,2
PKA-R2B activ,4,3,5,4,-4,-6
CDK5 p35 inh,-9.1,-0.2,0.2,0.9,-0.8,-4.2

Screening data: PubChem, several laboratories
